BoNT A protease: blocks Botulinum neurotoxin A light chain protease. multiplex microsphere protease substrate cleavage, flow cytometry. 360,000 tested, 0.17% active. AID 588499. inhibition, % at 10 µM; further: plate controls were buffer without enzyme for full effect and enzyme alone for no effect
BoNT F protease: BoNT F light chain protease inhibition | inhibition, % at 10 µM | Multiplex microsphere protease cleavage assay, flow cytometry | 360,000 tested, 0.22% active | AID 588497; in the data active means inhibition above about 35%, passing the limit was not always enough; further: plate controls were buffer without enzyme for full effect and enzyme alone for no effect
Anthrax LF prot: inhibitors of Bacillus anthracis lethal factor protease; P15917; multiplex microsphere protease cleavage assay, LF; inhibition, % at 10 µM; 360,000 tested, 0.12% active; AID 588501; further: plate controls were buffer without enzyme for full effect and enzyme alone for no effect
Target sequence (P15917 whole entry, looked up): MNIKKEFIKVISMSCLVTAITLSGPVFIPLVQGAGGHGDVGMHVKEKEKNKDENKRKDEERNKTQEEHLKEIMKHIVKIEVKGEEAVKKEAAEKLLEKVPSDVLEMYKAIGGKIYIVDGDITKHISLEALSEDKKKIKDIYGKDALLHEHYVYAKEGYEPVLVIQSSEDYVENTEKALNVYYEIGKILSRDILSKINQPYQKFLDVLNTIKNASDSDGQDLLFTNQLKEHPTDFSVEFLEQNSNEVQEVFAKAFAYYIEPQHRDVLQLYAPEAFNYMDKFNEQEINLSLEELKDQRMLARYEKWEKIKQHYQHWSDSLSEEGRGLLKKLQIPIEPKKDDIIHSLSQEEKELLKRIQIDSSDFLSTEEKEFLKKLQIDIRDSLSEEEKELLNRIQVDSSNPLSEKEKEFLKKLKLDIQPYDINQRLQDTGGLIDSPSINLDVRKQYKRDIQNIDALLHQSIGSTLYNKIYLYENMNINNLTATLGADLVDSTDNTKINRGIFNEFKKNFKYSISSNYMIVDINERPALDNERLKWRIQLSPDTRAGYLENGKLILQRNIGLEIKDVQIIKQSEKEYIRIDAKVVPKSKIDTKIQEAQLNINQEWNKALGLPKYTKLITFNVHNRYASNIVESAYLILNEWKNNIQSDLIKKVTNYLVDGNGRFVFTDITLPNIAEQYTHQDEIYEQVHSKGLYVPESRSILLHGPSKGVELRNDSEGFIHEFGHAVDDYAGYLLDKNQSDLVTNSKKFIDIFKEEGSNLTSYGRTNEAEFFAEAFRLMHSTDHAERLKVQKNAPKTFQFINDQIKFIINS
Rv3671c protease: Rv3671c (M. tuberculosis) protease inhibition; P9WHR9; AID 2606; inhibition, % at 5.96 µM; 320,000 tested, 0.048% active; in the data active means inhibition above about 38%;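 further: extracellular domain of Rv3671c used as enzyme; 0% = enzyme with DMSO and 100% = no enzyme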
MazF activator: MazEF (E. coli) toxin RNase activation. P0AE70. FAM/BHQ RNA-DNA oligo cleavage fluorescence, 5 h. activation, % at 20 µM. 350,000 tested, 0.32% active. AID 504720; in the data active means activation above about 50%
PrPC TRFRET: cell surface PrPC inhibition, primary TR-FRET screen; inhibition, % at 13.8 µM; TR-FRET read-out; 370,000 tested, 0.43% active; P04156; AID 720596; in the data active means inhibition above about 24%; further: 0% = median of the test wells and 100% = reference compound wells
VHR inh abs: inhibitors of human VHR1 phosphatase (DUSP3) | inhibition, % at 13.3 µM | AID 1654 | 290,000 tested, 0.52% active | recombinant VHR phosphatase, pNPP absorbance | P51452; in the data active means inhibition above about 50%; further: some compounds called inactive have numbers as strong as hits
Target sequence (P51452 whole entry, looked up): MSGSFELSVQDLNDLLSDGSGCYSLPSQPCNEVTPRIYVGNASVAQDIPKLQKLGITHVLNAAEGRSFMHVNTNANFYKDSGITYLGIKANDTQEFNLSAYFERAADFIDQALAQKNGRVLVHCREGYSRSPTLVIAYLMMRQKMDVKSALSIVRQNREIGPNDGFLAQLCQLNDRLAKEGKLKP
CCHFV vOTU inh: blocks the CCHF virus ovarian tumor domain protease; CCHFV vOTU protease, Pep-AMC fluorescence; inhibition, % at 11.5 µM; 370,000 tested, 0.55% active; in the data active means inhibition above about 30%; further: 0% = vehicle wells with enzyme and 100% = no enzyme wells
SSB-PriA inh: blocks PriA binding to SSB C-terminal tail. AlphaScreen SSBct-PriA binding, biotinylated peptide. inhibition, % at 33 µM. 430,000 tested, 0.6% active. AID 1272365; in the data active means inhibition mostly above about 37%, no sharp cut-off; inactive means mostly below about 20%;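 further: plate controls were negative control peptide for no effect and reference peptide for full effect; strong numbers were not always called active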
3CLpro inhibitor: SARS-CoV 3CLpro protease inhibition | P0C6X7 | recombinant SARS-CoV 3CLpro, quenched FRET peptide cleavage | inhibition, % at 6 µM | 290,000 tested, 0.14% active; in the data active means inhibition above about 12%
* marks the source's active call; other numbers are inactive results; . = no result given. Unless noted, no stated cut-off is given here; in the data, active means inhibition above about 30%; inconclusive means no clear call, values can overlap the other calls; inactive means below that.

SMILES	BoNT A protease	BoNT F protease	Anthrax LF prot	Rv3671c protease	MazF activator	PrPC TRFRET	VHR inh abs	CCHFV vOTU inh	SSB-PriA inh	3CLpro inhibitor
O=S(=O)(c1cccc2ccccc12)N1CCC2CC1c1cc(-c3ccc4c(c3)OCO4)ccc12 (centres undefined)	-0.6	-7.5	-9.3	.	.	7.0	.	6.5	.	.
Cc1ccc(C(=O)Nc2cccc(C(F)(F)F)c2)cc1NC(=O)c1[nH]cnc1C(N)=O	0.3	-5.3	-3.2	-48.5	-111.3	-10.5	.	0.8	1.6	.
Cc1c(N/C(=N/S(=O)(=O)c2ccc(F)cc2)c2ccccc2)c(=O)n(-c2ccccc2)n1C	-0.3	-3.2	1.8	-1.9	-4.6	5.2	0.4	-13.5	.	-3.3
CC(C)=CCC/C(C)=C/C(=O)O	-0.1	-14.1	-2.3	-12.9	3.9	-5.4	14.2	0.3	-6.6	.
Cc1nnc(SCC(=O)N(C)C2CCS(=O)(=O)C2)n1Cc1ccccc1 (centres undefined)	-0.5	-0.7	-0.5	4.2	8.3	-4.6	32.5	6.8	2.3	3.9
CCOC(=O)c1[nH]c2ccc(OC)cc2c1NC(=O)c1nonc1C	-0.2	-4.7	-7.7	-4.0	9.3	-4.1	-11.6	16.8	-3.5	-2.4
Cc1cc(Br)ccc1NC(=O)C(C)c1ccc([N+](=O)[O-])cc1 (centres undefined)	-0.1	-2.4	-0.2	8.1	9.6	-5.3	14.1	9.8	-2.1	-2.5
O=C(NCCN1C(=O)S/C(=C\c2ccccc2Cl)C1=O)C1=COCCO1	1.5	6.6	-3.1	-3.4	-1.2	2.4	.	-9.8	4.3	.
O=C(Cc1ccc(NC(=O)C2CCN(C(=O)C3CC3)CC2)cc1)Nc1ccc(C(=O)N2CCOCC2)cc1	0.1	-7.7	-6.5	.	-4.9	-4.1	.	-7.6	-8.2	.
COc1ccc(/C=C2/SC(=S)N(Cc3ccccc3)C2=O)cc1O	17.9	16.1	0.5	.	-12.3	-8.4	-15.2	2.0	-0.7	0.3
C=CCOc1ccc(CNc2nccs2)cc1	.	.	.	5.8	0.8	-1.7	8.7	0.2	8.0	-0.4
Cc1ccc(NC(=O)c2ccc(Cn3cc(Cl)cn3)o2)c(C)c1	2.0	0.8	-3.5	3.5	.	-3.8	22.9	10.8	.	-1.0
Cc1cc(C)c(S(=O)(=O)N2CCCCC2)c(C)c1N(C)S(=O)(=O)c1ccccc1	0.6	-0.7	-2.2	-6.8	-0.8	7.8	27.3	-7.6	-8.8	3.2
OC(CNCC1COc2ccccc2O1)COCc1cccs1 (centres undefined)	-3.3	-25.2	-2.9	5.2	0.5	-6.1	-4.4	-1.9	0.1	-1.0
O=C(Nc1ccc2oc(-c3ccccc3)nc2c1)c1ccc2c(c1)OCCO2	0.3	1.7	-1.0	-56.1	-23.6	10.5	28.6	0.1	-17.0	5.1
Cc1ccc2[nH]c(=O)c(CN(CC3CCCO3)C(=O)c3ccncc3)cc2c1 (centres undefined)	0.4	1.7	7.9	-0.5	-2.3	-2.1	-13.3	-1.1	1.1	2.6
O=C(Nc1ccc(NC(=O)C2CC2)nc1)c1ccccc1F	-0.2	-2.6	-3.2	-1.8	7.5	8.5	6.7	2.7	-0.5	-3.7
COCCCNC(=S)NC(=O)c1ccc(C)cc1	0.4	-0.4	-1.4	1.5	-11.8	-4.9	4.5	-13.0	2.5	4.0
CC(=O)OCCC(NS(=O)(=O)OCC(Cl)(Cl)Cl)c1ccccc1 (centres undefined)	-1.0	-9.3	0.8	-2.9	2.2	-7.9	8.9	-1.3	-5.0	-2.8
S=C(NCc1ccccc1)N1CCCCC1	-0.6	-3.0	0.7	-7.9	-3.1	6.2	29.6	27.3	-10.6	-2.4
CCC(C)NC(=O)c1cnn2c1NC(c1ccc3c(c1)OCO3)CC2C(F)(F)F (centres undefined)	1.4	0.8	-0.8	1.0	4.3	4.7	-6.5	-0.6	-10.2	1.5
COc1ccc(N2CCN(C(=O)c3ccc4c(c3)CCN4S(=O)(=O)c3ccccc3)CC2)cc1	2.4	-21.7	-6.6	-0.2	-4.0	-1.5	16.0	-11.8	30.6	7.0
CCCC(=O)OCC(=O)NCc1ccc(Cl)cc1	0.4	1.9	-1.2	8.3	1.0	5.2	6.9	11.4	7.0	-0.4
COc1ccc(NC(=O)C2CC(=O)n3cnnc3S2)cc1 (centres undefined)	-0.7	-8.5	-4.1	-6.0	3.1	8.2	-49.4	-0.8	-5.7	-3.1
CCOC(=O)c1c(-c2ccc(OC)cc2)csc1NC(=O)COc1ccc2c(C)cc(=O)oc2c1	-0.9	-4.9	-2.5	-2.4	-1.0	9.5	-7.9	-8.2	-5.7	1.8
CC(=O)Nc1ccc(C(=O)Nc2cc(S(=O)(=O)N3CCOCC3)ccc2N2CCOCC2)cc1	0.0	-0.6	0.0	.	-9.1	-2.8	.	3.7	-12.4	.
O=C(O)c1ccc2c(c1)N(Cc1cccc(F)c1)C(=O)CS2	-1.2	-9.5	-4.7	-1.2	10.0	2.2	-24.4	2.5	-6.2	1.3
Cc1cc(C)cc(-n2c(=O)c3sccc3n(CC(=O)NCc3ccco3)c2=O)c1	1.8	-0.6	-0.9	0.7	1.4	-0.7	-14.9	-1.3	-1.4	0.7
CC(C)(C)OC(=O)C[C@H]1C/C=C\C[C@H](CC(=O)N[C@H](CO)Cc2ccccc2)C(=O)N[C@@H](Cc2ccccc2)COC1=O	-0.5	-1.0	3.2	8.2	2.9	2.9	.	20.4	-15.4	.
Cn1nnnc1Sc1ncnc2scc(-c3cc4ccccc4o3)c12	0.5	9.0	5.1	-9.3	2.1	-6.0	.	9.3	-4.6	.
O=C1CN(C(=O)CSc2nnc(C3CC3)n2-c2ccccc2)c2ccccc2N1	.	.	.	6.2	2.0	-4.6	14.0	-8.9	-10.1	3.6
CCOC(=O)CSc1nc2c(sc3ccc([N+](=O)[O-])cc32)c(=O)n1Cc1ccco1	0.2	4.2	0.4	0.2	-5.4	-0.4	-5.3	-10.9	-7.6	0.9
COc1ccc(N2C(=O)CC(SCC(=O)O)C2=O)cc1 (centres undefined)	-1.6	-1.2	0.1	-5.3	-3.7	5.8	0.9	-0.5	-19.4	0.6
Cc1cc(C)c(NC(=O)CN(C)C(=O)CNC(=O)c2cccs2)c(C)c1	-0.5	-6.2	-7.7	7.7	-10.7	4.2	.	-4.5	-3.4	.
O=C(NCC(=O)N1CCc2ccccc2C1)c1ccc(Cl)cc1Cl	-5.4	-12.7	2.0	0.5	4.2	5.1	13.8	4.9	-12.6	-3.6
CC1CCc2c(C(=O)Nc3ccc(N4CCOCC4)cc3)csc2C1 (centres undefined)	-1.2	-12.1	-6.9	1.3	8.9	14.2	-1.8	0.9	-4.5	-3.5
CCn1cc(C(=O)N(C)c2ccc(OC)cc2)c2cc(OC)c(OC)cc2c1=O	1.5	-8.4	0.0	-3.3	2.2	-1.7	27.1	-15.2	-4.8	-5.2
COc1ccc2nc(C)c3c(c2c1)OC(C(C)(Cl)Br)C3 (centres undefined)	-0.8	-7.0	2.2	3.7	13.4	-5.4	32.6	-9.6	-11.7	-2.2
CCOc1cc(C(N)=O)cc(Cl)c1OCc1ccccc1	-1.0	-3.7	1.4	-1.8	1.3	1.3	-16.9	3.0	-8.6	2.8
O=C(Nc1cccnc1)c1cccc(S(=O)(=O)N2CCc3ccccc32)c1	-0.4	-2.0	-4.5	-6.2	2.2	2.9	14.7	11.5	-3.9	10.2
Cc1ccc(/C=N/NC(=O)C2CCN(Cc3ccc(F)cc3Cl)CC2)o1	0.4	12.3	-2.1	3.1	1.2	-4.8	10.4	3.2	.	-0.7
O=[N+]([O-])c1ccc2cc[nH]c2c1	0.1	-2.7	-6.5	.	2.6	-12.2	.	13.4	4.9	.
Cc1ccc(S(=O)(=O)N2CCCCC2)cc1NC(=O)COC(=O)Cc1ccc(Cl)cc1	-0.1	-2.8	-1.0	-17.8	-1.7	2.5	2.9	-0.6	0.9	3.0
O=C(Nc1nccs1)[C@@H]1CC=C[C@@H]2CCN(Cc3ccccc3)C(=O)[C@@H]21	0.3	-5.2	2.4	0.5	-0.8	-1.4	.	1.7	-5.8	.
O=C(N/N=C/c1ccc(O)cc1)/C(=C/c1ccc([N+](=O)[O-])cc1)NC(=O)c1ccccc1	0.2	-7.7	0.2	-18.4	2.9	-37.7	10.8	7.2	.	4.7
CC1CC(C)CN(C(C(=O)NC2CCCCC2)c2cc3ccccc3o2)C1 (centres undefined)	-0.4	9.2	-3.3	.	.	4.4	.	18.2	.	.
O=c1c2ccccc2nc2c3ccccc3c(NCc3ccccn3)nn12	2.5	-1.6	-0.6	-3.1	12.4	1.1	57.4*	-25.8	-8.2	2.1
CC(C)C(=O)Nc1ccc(S(=O)(=O)Nc2nccc(/C=C/c3ccccc3)n2)cc1	-0.9	-13.2	-3.4	0.1	0.1	-8.5	-13.4	2.3	-8.2	1.5
N=c1c2ccccc2nnn1-c1ccccc1[N+](=O)[O-]	0.3	-0.5	-1.4	.	0.2	-36.9	.	13.2	-8.8	.

A different layout for 11 compounds above.
Values in the order – BoNT A protease	BoNT F protease	Anthrax LF prot	Rv3671c protease	MazF activator	PrPC TRFRET	VHR inh abs	CCHFV vOTU inh	SSB-PriA inh	3CLpro inhibitor
- CC1CCc2c(C(=O)Nc3ccc(N4CCOCC4)cc3)csc2C1 (centres undefined)
  -1.2	-12.1	-6.9	1.3	8.9	14.2	-1.8	0.9	-4.5	-3.5
- CCn1cc(C(=O)N(C)c2ccc(OC)cc2)c2cc(OC)c(OC)cc2c1=O
  1.5	-8.4	0.0	-3.3	2.2	-1.7	27.1	-15.2	-4.8	-5.2
- COc1ccc2nc(C)c3c(c2c1)OC(C(C)(Cl)Br)C3 (centres undefined)
  -0.8	-7.0	2.2	3.7	13.4	-5.4	32.6	-9.6	-11.7	-2.2
- CCOc1cc(C(N)=O)cc(Cl)c1OCc1ccccc1
  -1.0	-3.7	1.4	-1.8	1.3	1.3	-16.9	3.0	-8.6	2.8
- O=C(Nc1cccnc1)c1cccc(S(=O)(=O)N2CCc3ccccc32)c1
  -0.4	-2.0	-4.5	-6.2	2.2	2.9	14.7	11.5	-3.9	10.2
- Cc1ccc(/C=N/NC(=O)C2CCN(Cc3ccc(F)cc3Cl)CC2)o1
  0.4	12.3	-2.1	3.1	1.2	-4.8	10.4	3.2	.	-0.7
- O=[N+]([O-])c1ccc2cc[nH]c2c1
  0.1	-2.7	-6.5	.	2.6	-12.2	.	13.4	4.9	.
- Cc1ccc(S(=O)(=O)N2CCCCC2)cc1NC(=O)COC(=O)Cc1ccc(Cl)cc1
  -0.1	-2.8	-1.0	-17.8	-1.7	2.5	2.9	-0.6	0.9	3.0
- O=C(Nc1nccs1)[C@@H]1CC=C[C@@H]2CCN(Cc3ccccc3)C(=O)[C@@H]21
  0.3	-5.2	2.4	0.5	-0.8	-1.4	.	1.7	-5.8	.
- O=C(N/N=C/c1ccc(O)cc1)/C(=C/c1ccc([N+](=O)[O-])cc1)NC(=O)c1ccccc1
  0.2	-7.7	0.2	-18.4	2.9	-37.7	10.8	7.2	.	4.7
- CC1CC(C)CN(C(C(=O)NC2CCCCC2)c2cc3ccccc3o2)C1 (centres undefined)
  -0.4	9.2	-3.3	.	.	4.4	.	18.2	.	.

The list is partial, so the mix of outcomes need not match the whole.
